High-throughput results deposited in PubChem BioAssay by Broad Institute.
NSD2 block – inhibitors of human NSD2, primary screen, biochemical, plate reader, single point. Histone-lysine N-methyltransferase NSD2 (Homo sapiens), O96028. NSD2-SET H3K36me1 DELFIA fluorescence. inhibition, % at 12.5 µM. hit rate 0.07% among 44,000; in the data active = inhibition above about 54%, passing the limit was not always enough; inconclusive = no clear call, values can overlap the other calls;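 note: inhibitors reduce the monomethyl H3K36 fluorescence signal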
Target sequence (O96028 whole entry, looked up): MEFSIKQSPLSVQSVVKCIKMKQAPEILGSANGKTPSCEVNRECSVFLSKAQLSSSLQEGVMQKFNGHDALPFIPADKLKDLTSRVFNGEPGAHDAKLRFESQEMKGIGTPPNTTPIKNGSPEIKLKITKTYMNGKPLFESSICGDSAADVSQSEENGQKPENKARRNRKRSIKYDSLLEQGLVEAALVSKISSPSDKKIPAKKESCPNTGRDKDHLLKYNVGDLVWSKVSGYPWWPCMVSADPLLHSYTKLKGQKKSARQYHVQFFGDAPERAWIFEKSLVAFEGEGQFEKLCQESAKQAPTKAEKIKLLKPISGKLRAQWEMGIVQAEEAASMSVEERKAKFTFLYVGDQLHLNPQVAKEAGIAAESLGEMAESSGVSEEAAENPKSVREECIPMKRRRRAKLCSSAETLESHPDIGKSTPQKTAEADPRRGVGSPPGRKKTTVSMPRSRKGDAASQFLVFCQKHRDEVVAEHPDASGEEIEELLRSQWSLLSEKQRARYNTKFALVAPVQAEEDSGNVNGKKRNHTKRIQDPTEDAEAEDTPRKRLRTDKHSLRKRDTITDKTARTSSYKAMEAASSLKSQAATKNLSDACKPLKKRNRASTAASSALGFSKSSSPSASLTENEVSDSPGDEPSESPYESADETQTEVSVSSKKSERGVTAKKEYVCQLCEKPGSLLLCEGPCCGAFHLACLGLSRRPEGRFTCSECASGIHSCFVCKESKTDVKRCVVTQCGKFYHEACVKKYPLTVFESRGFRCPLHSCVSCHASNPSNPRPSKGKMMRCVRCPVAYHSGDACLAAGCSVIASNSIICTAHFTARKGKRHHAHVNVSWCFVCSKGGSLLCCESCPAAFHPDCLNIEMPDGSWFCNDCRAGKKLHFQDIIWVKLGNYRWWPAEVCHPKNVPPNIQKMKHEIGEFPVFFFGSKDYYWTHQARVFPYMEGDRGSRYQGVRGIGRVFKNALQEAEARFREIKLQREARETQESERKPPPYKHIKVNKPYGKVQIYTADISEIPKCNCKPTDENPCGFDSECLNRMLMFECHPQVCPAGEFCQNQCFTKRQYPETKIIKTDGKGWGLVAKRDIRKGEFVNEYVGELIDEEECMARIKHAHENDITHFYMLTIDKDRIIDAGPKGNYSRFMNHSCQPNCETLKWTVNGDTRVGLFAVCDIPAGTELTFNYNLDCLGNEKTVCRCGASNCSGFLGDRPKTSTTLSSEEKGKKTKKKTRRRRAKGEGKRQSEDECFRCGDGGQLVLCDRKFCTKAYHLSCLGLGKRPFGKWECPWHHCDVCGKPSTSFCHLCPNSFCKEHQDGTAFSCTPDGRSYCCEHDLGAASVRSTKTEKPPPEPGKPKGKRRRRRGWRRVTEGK
The depositor's hits bear a star; i = inactive; u = inconclusive. A portion of the library; rates above refer to the full screens.

SMILES | NSD2 block
C[C@H]1CN([C@@H](C)CO)C(=O)c2cc(NC(=O)Nc3ccc(F)cc3)ccc2O[C@H]1CN(C)S(=O)(=O)c1cn(C)cn1 | u
C[C@H](CO)N1C[C@H](C)[C@@H](CN(C)S(C)(=O)=O)Oc2ccc(NC(=O)C3CCCCC3)cc2CC1=O | -2
C[C@@H]1CCCCO[C@H](CN(C)Cc2ccc(C(F)(F)F)cc2)[C@@H](C)CN([C@H](C)CO)C(=O)c2cc(NC(=O)Nc3ccccc3)ccc2O1 | -2
CC#CCOC(=O)c1c(C)nc2sc3c(c2c1N)CCC(O)C3 (stereo not drawn) | -1
C[C@@H]1CCCCO[C@H](CN(C)C)[C@H](C)CN([C@@H](C)CO)C(=O)c2cc(NS(=O)(=O)c3cccs3)ccc2O1 | 4
CC(=O)OCC(=O)[C@@]1(OC(C)=O)[C@@H](C)C[C@H]2[C@@H]3C[C@H](F)C4=CC(=O)C=C[C@]4(C)[C@@]3(F)[C@@H](O)C[C@@]21C | 2
C[C@@H]1CCCCO[C@H](CN(C)C(=O)Nc2ccccc2)[C@@H](C)CN([C@@H](C)CO)C(=O)c2cc(NC(=O)c3ccccc3)ccc2O1 | 49
COc1ccc(S(=O)(=O)Nc2ccc3c(c2)CC(=O)N([C@H](C)CO)C[C@@H](C)[C@H](CN(C)S(=O)(=O)c2cccs2)O3)cc1 | 4
C[C@H]1CN([C@@H](C)CO)S(=O)(=O)c2ccc(-c3ccccc3)cc2O[C@H]1CN(C)C(=O)CN(C)C | 0
CNC[C@@H]1Oc2ccc(NC(=O)C3CCCCC3)cc2CC(=O)N([C@H](C)CO)C[C@@H]1C | 5
C[C@H]1CN([C@@H](C)CO)C(=O)c2cc(NC(=O)NC3CCCCC3)ccc2O[C@@H]1CN(C)C(=O)Nc1ccc2c(c1)OCO2 | -8
Cc1ccc(-c2ccc3c(c2)O[C@@H](CN(C)CC2CCCC2)[C@H](C)CN([C@@H](C)CO)S3(=O)=O)cc1 | 29
COC(=O)N(C)C[C@@H]1OCc2cnnn2CCCC(=O)N([C@@H](C)CO)C[C@@H]1C | 0
CC(C)NC(=O)N(C)C[C@@H]1Oc2cc(C#Cc3cccc(F)c3)ccc2S(=O)(=O)N([C@H](C)CO)C[C@H]1C | 2
C[C@H](CO)N1C[C@H](C)[C@@H](CN(C)C)Oc2ccc(NC(=O)C3CCCCC3)cc2C1=O | 2
Cc1ccc(-c2cnc3c(c2)C(=O)N([C@H](C)CO)C[C@@H](C)[C@H](CN(C)C(=O)c2ccncc2)O3)cc1 | -1
CCCC#Cc1ccc2c(c1)O[C@H](CN(C)Cc1ccccn1)[C@@H](C)CN([C@@H](C)CO)S2(=O)=O | 5
CCCC#Cc1ccc2c(c1)O[C@H](CN(C)Cc1ccccc1)[C@@H](C)CN([C@H](C)CO)S2(=O)=O | 14
Cc1noc(C)c1NC(=O)N(C)C[C@@H]1Oc2ncc(C#CC3CCCCC3)cc2C(=O)N([C@H](C)CO)C[C@@H]1C | -2
COc1ccc(CN(C)C[C@@H]2OCCCC[C@@H](C)Oc3ccc(NC(=O)CCCN(C)C)cc3C(=O)N([C@H](C)CO)C[C@@H]2C)cc1 | 7
C[C@@H]1CN([C@H](C)CO)S(=O)(=O)c2ccc(/C=C/c3ccccc3)cc2O[C@@H]1CN(C)Cc1cncnc1 | -4
CO[C@@H](CN(C)S(=O)(=O)c1ccc(C)cc1)[C@H](C)CN(Cc1ccccc1Cl)[C@@H](C)CO | 7
CN(C/C=C/c1ccccc1)Cc1cccc2ccccc12 | 1
C[C@@H]1CN([C@@H](C)CO)C(=O)Cc2cc(NS(=O)(=O)c3ccc(F)cc3)ccc2O[C@@H]1CN(C)Cc1ccc2c(c1)OCO2 | -1
O=C(C1CCCO1)N1CCN(C/C=C/c2ccccc2)CC1 (stereo not drawn) | 0
C[C@@H]1CN([C@@H](C)CO)C(=O)c2cc(NC(=O)Nc3ccc(F)cc3)ccc2O[C@@H]1CN(C)S(=O)(=O)c1cccs1 | -6
C[C@@H]1CN([C@H](C)CO)C(=O)CCCn2nncc2CO[C@H]1CN(C)C(=O)Nc1cccc(C(F)(F)F)c1 | 4
COc1ccc(-c2cnc3c(c2)C(=O)N([C@@H](C)CO)C[C@@H](C)[C@@H](CN(C)Cc2ccccn2)O3)cc1 | 4
C[C@H]1CN([C@@H](C)CO)C(=O)Cc2cc(NC(=O)CCC(F)(F)F)ccc2O[C@H]1CN(C)S(=O)(=O)c1cccs1 | -6
COc1ccc(NC(=O)N(C)C[C@@H]2Oc3ccc(NS(=O)(=O)c4cccs4)cc3CC(=O)N([C@@H](C)CO)C[C@@H]2C)cc1 | 0
C[C@H](CO)N1C[C@H](C)[C@H](CN(C)S(=O)(=O)c2cn(C)cn2)Oc2ccc(NS(C)(=O)=O)cc2C1=O | 0
C[C@@H]1CN([C@@H](C)CO)C(=O)c2cc(NS(=O)(=O)c3cccs3)ccc2O[C@H]1CN(C)Cc1ccc2c(c1)OCO2 | 2
CC(C)NC(=O)N(C)C[C@@H]1OCCCC[C@H](C)Oc2ccc(NC(=O)Cc3ccccc3)cc2C(=O)N([C@H](C)CO)C[C@@H]1C | -4
COc1ccc(S(=O)(=O)N(C)C[C@@H]2Oc3c(NS(C)(=O)=O)cccc3C(=O)N([C@@H](C)CO)C[C@@H]2C)cc1 | -2
O=C(C[C@H]1C[C@@H]2c3cc(NC(=O)c4cccnc4)ccc3O[C@@H]2[C@@H](CO)O1)NCc1cccnc1 | 9
C[C@H]1CN([C@@H](C)CO)S(=O)(=O)c2ccc(C#CC3CC3)cc2O[C@@H]1CN(C)C(=O)c1ccccc1 | 1
COc1ccc(S(=O)(=O)N(C)C[C@H]2Oc3ccc(NC(=O)Nc4ccc(F)cc4)cc3CC(=O)N([C@@H](C)CO)C[C@@H]2C)cc1 | -7
C[C@H]1CN([C@@H](C)CO)C(=O)c2cc(C#CCN(C)C)cnc2O[C@H]1CN(C)C(=O)c1cccnc1 | -9
Cc1ccc(S(=O)(=O)Nc2cccc3c2O[C@H](CN(C)C)[C@@H](C)CN([C@@H](C)CO)C3=O)cc1 | 7
CC(C)CC#Cc1cnc2c(c1)C(=O)N([C@@H](C)CO)C[C@H](C)[C@@H](CN(C)S(=O)(=O)c1ccccc1)O2 | -2

Reformatted with values ahead of the structure: part of the list above
NSD2 block	SMILES
-4	C[C@@H]1CN([C@H](C)CO)S(=O)(=O)c2ccc(/C=C/c3ccccc3)cc2O[C@@H]1CN(C)Cc1cncnc1
7	CO[C@@H](CN(C)S(=O)(=O)c1ccc(C)cc1)[C@H](C)CN(Cc1ccccc1Cl)[C@@H](C)CO
1	CN(C/C=C/c1ccccc1)Cc1cccc2ccccc12
-1	C[C@@H]1CN([C@@H](C)CO)C(=O)Cc2cc(NS(=O)(=O)c3ccc(F)cc3)ccc2O[C@@H]1CN(C)Cc1ccc2c(c1)OCO2
0	O=C(C1CCCO1)N1CCN(C/C=C/c2ccccc2)CC1 (stereo not drawn)
-6	C[C@@H]1CN([C@@H](C)CO)C(=O)c2cc(NC(=O)Nc3ccc(F)cc3)ccc2O[C@@H]1CN(C)S(=O)(=O)c1cccs1
4	C[C@@H]1CN([C@H](C)CO)C(=O)CCCn2nncc2CO[C@H]1CN(C)C(=O)Nc1cccc(C(F)(F)F)c1
4	COc1ccc(-c2cnc3c(c2)C(=O)N([C@@H](C)CO)C[C@@H](C)[C@@H](CN(C)Cc2ccccn2)O3)cc1
-6	C[C@H]1CN([C@@H](C)CO)C(=O)Cc2cc(NC(=O)CCC(F)(F)F)ccc2O[C@H]1CN(C)S(=O)(=O)c1cccs1
0	COc1ccc(NC(=O)N(C)C[C@@H]2Oc3ccc(NS(=O)(=O)c4cccs4)cc3CC(=O)N([C@@H](C)CO)C[C@@H]2C)cc1
0	C[C@H](CO)N1C[C@H](C)[C@H](CN(C)S(=O)(=O)c2cn(C)cn2)Oc2ccc(NS(C)(=O)=O)cc2C1=O
2	C[C@@H]1CN([C@@H](C)CO)C(=O)c2cc(NS(=O)(=O)c3cccs3)ccc2O[C@H]1CN(C)Cc1ccc2c(c1)OCO2

Carrying on.
SMILES | NSD2 block
C[C@@H]1CN([C@@H](C)CO)C(=O)c2cc(NC(=O)Nc3ccc(F)cc3)ccc2O[C@@H]1CN(C)S(C)(=O)=O | 15
COc1ccc(NC(=O)Nc2cccc3c2O[C@@H](CN(C)Cc2ccc(Oc4ccccc4)cc2)[C@@H](C)CN([C@@H](C)CO)C3=O)cc1 | 13
C[C@H]1CN([C@@H](C)CO)S(=O)(=O)c2ccc(C3=CCCC3)cc2O[C@@H]1CN(C)C(=O)CC1CC1 | -6
O=C(C[C@@H]1C[C@H]2c3cc(NC(=O)c4ccc5c(c4)OCO5)ccc3O[C@H]2[C@H](CO)O1)NC1CCCC1 | -2
O=C(O)CCCCCC(=O)N/N=C/c1ccc(Br)s1 | -3
C[C@@H]1CN([C@H](C)CO)C(=O)c2cccc(NC(=O)c3ccc(-c4nccs4)cc3)c2O[C@H]1CN(C)S(=O)(=O)c1cccs1 | 5
C[C@H](CO)N1C[C@H](C)[C@H](CN(C)S(=O)(=O)c2ccc(Cl)cc2)Oc2ccc(NS(=O)(=O)c3cccs3)cc2CC1=O | -4
C[C@@H]1CN([C@@H](C)CO)S(=O)(=O)c2ccc(C#Cc3ccccn3)cc2O[C@@H]1CN(C)Cc1ccc(F)cc1 | 6
C[C@H]1CN([C@@H](C)CO)C(=O)c2cc(NC(=O)C3CCCCC3)ccc2O[C@@H]1CN(C)Cc1ccc(C(=O)O)cc1 | -1
COCC#Cc1ccc2c(c1)O[C@H](CN(C)C(=O)NC(C)C)[C@H](C)CN([C@@H](C)CO)S2(=O)=O | -20
C[C@@H]1CN([C@@H](C)CO)C(=O)Cc2cc(NC(=O)Nc3ccccc3)ccc2O[C@H]1CN(C)S(=O)(=O)c1ccccc1 | 11
C[C@@H]1CCCCO[C@H](CN(C)C(=O)Nc2ccc3c(c2)OCO3)[C@H](C)CN([C@H](C)CO)C(=O)c2cc(NC(=O)Nc3ccc(F)cc3)ccc2O1 | 1
C[C@H](CO)N1C[C@H](C)[C@@H](CN(C)S(=O)(=O)c2cccs2)Oc2ccc(NC(=O)CCC(F)(F)F)cc2CC1=O | 1
C[C@H](CO)N1C[C@H](C)[C@@H](CN(C)S(=O)(=O)c2ccc(Cl)cc2)Oc2ccc(NS(=O)(=O)c3ccc(Cl)cc3)cc2C1=O | 0
C[C@@H]1CN([C@@H](C)CO)C(=O)c2cc(NS(=O)(=O)c3ccccc3)ccc2O[C@@H](C)CCCCO[C@@H]1CN(C)S(=O)(=O)c1cn(C)cn1 | 3
C[C@H]1CN([C@@H](C)CO)C(=O)Cc2cc(NC(=O)Cc3cn(C)c4ccccc34)ccc2O[C@@H]1CN(C)C(=O)Nc1ccc(F)cc1 | -11
C[C@@H]1CCCCO[C@H](CN(C)C(=O)NC2CCCCC2)[C@@H](C)CN([C@@H](C)CO)C(=O)c2cc(NS(=O)(=O)c3ccccc3)ccc2O1 | 0
C[C@@H](NC(=O)C[C@H]1CC[C@@H](NC(=O)CN2CCOCC2)[C@H](CO)O1)c1ccccc1 | 3
COCC#Cc1cnc2c(c1)C(=O)N([C@@H](C)CO)C[C@H](C)[C@H](CN(C)S(C)(=O)=O)O2 | 5
C[C@@H]1CN([C@@H](C)CO)C(=O)c2cccc(NC(=O)Nc3ccccc3)c2O[C@H]1CN(C)S(=O)(=O)c1ccccc1 | -1
COc1ccc(-c2cnc3c(c2)C(=O)N([C@H](C)CO)C[C@@H](C)[C@@H](CN(C)Cc2ccccn2)O3)cc1 | 2
C[C@@H]1CN([C@H](C)CO)C(=O)c2ccccc2-c2ccccc2CO[C@@H]1CN(C)Cc1ccc(Oc2ccccc2)cc1 | 9
Cc1noc(C)c1S(=O)(=O)N(C)C[C@H]1OCCCC[C@H](C)Oc2ccc(NC(=O)CCC(F)(F)F)cc2C(=O)N([C@@H](C)CO)C[C@H]1C | -2
C[C@H](CO)N1C[C@H](C)[C@@H](CN(C)Cc2ccc(C(F)(F)F)cc2)Oc2ccc(NS(=O)(=O)c3ccccc3)cc2C1=O | -6
C[C@H](CO)N1C[C@H](C)[C@@H](CN(C)Cc2ccccn2)Oc2ncc(C#CCC3CCCC3)cc2C1=O | -5
COc1ccc(CN(C)C[C@H]2Oc3ccc(NC(=O)NC4CCCCC4)cc3CC(=O)N([C@@H](C)CO)C[C@@H]2C)cc1 | -6
C[C@@H]1CN([C@@H](C)CO)C(=O)c2cc(NS(=O)(=O)c3cccs3)ccc2O[C@@H]1CN(C)Cc1ccc(Oc2ccccc2)cc1 | 1
O=C(N/N=C/C(Br)=C/c1ccccc1)c1ccccc1O | -4
C[C@@H]1CN([C@H](C)CO)C(=O)c2cc(NS(C)(=O)=O)ccc2O[C@@H](C)CCCCO[C@@H]1CN(C)Cc1ccc2c(c1)OCO2 | -1
COc1ccc(CN(C)C[C@@H]2Oc3ccc(NC(=O)NC4CCCCC4)cc3C(=O)N([C@H](C)CO)C[C@@H]2C)cc1 | -1
C[C@H]1CN([C@@H](C)CO)C(=O)c2cc(NC(=O)c3ccncc3)ccc2O[C@H]1CN(C)CC1CCCCC1 | 4
C[C@@H]1CN([C@@H](C)CO)C(=O)CCCn2nncc2CO[C@H]1CN(C)S(=O)(=O)c1ccc(F)cc1 | i
O=C(C[C@H]1CC[C@H](NC(=O)Nc2ccc(F)cc2)[C@@H](CO)O1)NCc1cccc(F)c1 | 6
C=CCNC(=O)[C@H]1[C@@H]2C(=O)O[C@@H](c3ccccc3)[C@@H](c3ccccc3)N2[C@@H](c2ccccc2OCCO)[C@]12C(=O)Nc1ccc(C#Cc3ccc(OC)cc3)cc12 | 2
C[C@@H]1CN([C@@H](C)CO)S(=O)(=O)c2ccc(C#Cc3ccccc3F)cc2O[C@H]1CN(C)C | -15
Cc1noc(C)c1NC(=O)Nc1ccc2c(c1)C(=O)N([C@H](C)CO)C[C@H](C)[C@@H](CN(C)C(=O)C1CCCCC1)OCCCC[C@H](C)O2 | -11
COc1ccc(C2C(C(N)=O)=C(C)Nc3nc(SCc4ccccc4Cl)nn32)c(OC)c1 (stereo not drawn) | -1
CC1CC(=O)C2=C(CCC3(O)C2C(=O)c2cccc(O)c2C3O)C1 (stereo not drawn) | 0
